S3 lipid droplet: qHTS Assay for Lipid Storage Modulators in Drosophila S3 Cells. Potency in µM for hits, for the others lipid storage change, negative = inhibition, % at the top dose, mostly 46.1 µM. AID 2685. Drosophila S3 cells, BODIPY lipid droplet fluorescence, 18-24 h; cells fed with added oleic acid. 320,000 compounds, 0.64% hits; active = well fitted inhibition curve with a large enough effect in the signal ratio, with a control signal flat, not every such curve was filed as active; inconclusive = small, poorly fitted or top-dose-only effect, or effect the other way, or a change in a side signal; the % refers to the signal ratio
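Drosophila S3 cells got compounds at several concentrations plus oleic acid (400 uM solution). Laser-scanning cytometry with 488 nm excitation read lipid droplets at 500-530 nm and cells at 575-640 nm. Percent activity was relative to 20 uM Triacsin C.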
S3 lipid droplet cell count max: further read-out of S3 lipid droplet, marked with its call; cell number change, %; measured here: cell count max response;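 cells counted by Cell Tracker Red CMTPX staining in the red channel; peak over a dose series mostly up to 46.1 µM; percent activity relative to internal control wells on each plate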
An asterisk follows results filed as active; i = inactive; ? = inconclusive; · = not tested or not shown. % is set by controls: 0 for no effect and ±100 for the full control effect; potency is the fitted concentration of half-maximal effect.

SMILES | S3 lipid droplet | S3 lipid droplet cell count max
O=C(CSc1nnc(-c2cccnc2)n1Cc1ccco1)N1CCc2ccccc21 | ? | ·
Cc1ccc(NC(=O)C(c2ccccc2)N2CCN(CC(=O)N3CCOCC3)CC2)cc1 (centres undefined) | 15% | -23
O=C(Nc1ccc(Br)cc1)c1cc(-c2cccs2)on1 | ? | ·
Cc1cc(C)c2[nH]c(=O)c(CN(Cc3cccs3)C(=S)NCC3CCCO3)cc2c1 (centres undefined) | ? | ·
Cc1ncc([N+](=O)[O-])n1S(=O)(=O)c1cc(Cl)ccc1Cl | 4% | 9
CCOc1ccc(CCNC(=O)c2cccnc2N2CCCC2)cc1OCC | ? | ·
COc1cccc(OCC(=O)Nc2c3c(nn2-c2ccccc2)CS(=O)(=O)C3)c1 | ? | ·
Cc1ccc(-c2nn(C(C)(C)C)c3ncnc(NS(=O)(=O)c4ccc([N+](=O)[O-])cc4)c23)cc1 | ? | ·
NC(=O)c1ccc(N=Cc2ccc([N+](=O)[O-])s2)cc1 | ? | ·
CCOC(=O)N/N=C1\CCc2ccccc21 | 2% | 1
Cc1nc(SC(C(N)=O)c2ccccc2)c(C#N)c(C)c1C (centres undefined) | ? | ·
CCOC(=O)CCc1c(C)nc(SCCN2CCCC2)c(C#N)c1C | ? | ·
O=C(N[C@@H](Cc1ccccc1)C(=O)N1CCN(S(=O)(=O)c2cccc(F)c2)CC1)c1ccco1 | 6% | -2
COc1ccc(C2CC(=O)C(C=NCCN3CCOCC3)=C(O)C2)cc1 (centres undefined) | ? | ·
C=CCn1c(CCCNC(=O)CCC)nc2ccccc21 | 11% | 2
CCC(CC)C(=O)c1c[nH]c(C(=O)NCc2cccs2)c1 | ? | ·
COc1ccc(/C=N/N=C2/C(=O)Nc3ccccc32)cc1O | ? | ·
O=C(CN1CCCC1)Nc1ccccc1Sc1ccc(Cl)cc1 | ? | ·
Cc1cc(Br)cc(Cl)c1OC(=O)c1cnccn1 | i | 12
CCOC(=O)c1cnc2ccc(OCC)cc2c1N1CCN(c2ccccc2)CC1 | ? | ·

Continued (3 carried over from the part before).
SMILES | S3 lipid droplet | S3 lipid droplet cell count max
O=C(CN1CCCC1)Nc1ccccc1Sc1ccc(Cl)cc1 | ? | ·
Cc1cc(Br)cc(Cl)c1OC(=O)c1cnccn1 | i | 12
CCOC(=O)c1cnc2ccc(OCC)cc2c1N1CCN(c2ccccc2)CC1 | ? | ·
c1ccc2c(c1)nc1n2CC2CON(C3CCCCC3)C12 (centres undefined) | 5% | 9
N=C1SC(c2ccccc2)C(=O)N1c1ncc(Cc2ccccc2Cl)s1 (centres undefined) | -16% | -13
CCN(CC(=O)NCc1cccs1)C(=O)c1cccc(S(=O)(=O)Nc2ccc(C)cc2)c1 | ? | ·
COc1ccc(Cl)cc1NC(=O)N1CCN(S(C)(=O)=O)CC1 | 13% | 2
O=C(NCCc1c[nH]c2ccccc12)C1CCC(=O)N(CCc2cccc(F)c2)C1 (centres undefined) | i | 26
Cc1ccc(CN2CC(C(=O)NNC(=O)c3ccc(F)cc3)CC2=O)cc1 (centres undefined) | 3% | -3
COC(=O)COc1ccc(/C=C2/NC(=O)N(CC(=O)OC)C2=O)cc1 | ? | ·
COC(=O)[C@H]1[C@H]2C[C@H]3c4[nH]c5ccccc5c4CCN3C[C@H]2CC[C@@H]1O | 18% | 13
COc1ccc(CN2CCC(N3CC(C)OC(C)C3)CC2)c(OC)c1 (centres undefined) | ? | ·
CCSc1ccccc1C(=O)N1CCN(c2ccccc2F)CC1 | i | ·
O=C(Nc1nc(-c2ccccc2)c(-c2ccccc2)s1)c1ccc(S(=O)(=O)N2CCCCC2)cc1 | ? | ·
COc1ccc(-c2nc(N)nc(C)c2Oc2ccccc2Br)c(O)c1 | ? | ·
COc1ccc(OCC(=O)N2CCN(C(=O)c3ccc(F)cc3)CC2)cc1 | -7% | 9
COc1cc(/C=C/C(=O)O)cc(S(=O)(=O)Nc2ccccc2SC)c1OC | ? | ·
COc1ccc(-c2noc(CN3CCN(c4ccccc4F)CC3)n2)cc1OC | i | -2
Cc1cccc(NC(=O)CCN2C(=O)c3ccccc3C2=O)c1 | ? | ·
COc1ccc(C(C)NC(=O)Nc2ccc(C(C)=O)cc2)cc1OC (centres undefined) | ? | ·
O=S(=O)(c1ccc(Oc2ccc(Cl)cc2)c(S(=O)(=O)N2CCCCC2)c1)N1CCCCC1 | i | 0
CCCN(CC(=O)Nc1ccc(F)c(F)c1F)C(=O)C1CC(=O)N(Cc2ccccc2)C1 (centres undefined) | ? | ·
COc1ccc(-c2nc3ccc(C)cn3c2NCc2ccc3c(c2)OCO3)cc1 | ? | ·
CCOC(=O)C1CCN(C(=O)CN2C(=O)c3cccnc3Oc3ccc(C)cc32)CC1 | ? | ·
Cc1c(C(=O)c2ccc(Cl)c(Cl)c2)cnc2cc3c(cc12)OCO3 | -10% | -9
CC(=O)Nc1cccc(C(=O)OCC(=O)NNC(=O)c2ccc([N+](=O)[O-])cc2)c1 | ? | ·
COc1ccc(S(=O)(=O)N2CCOCC2)cc1NC(=O)c1cccc(-n2cccc2)c1 | ? | ·
COc1ccc(C(C[N+](=O)[O-])c2c(C)cc3ccccn23)c(OC)c1 (centres undefined) | ? | ·
Cc1ccc(NC(=S)NC(=O)c2ccc(-c3ccccc3)cc2)c(C)c1 | ? | ·
CCCCN(CC)C(=O)Cn1cnc2ccc(S(=O)(=O)N3CCC(C)CC3)cc2c1=O | ? | ·
Cc1ccccc1OCC(=O)OCC(=O)c1c[nH]c2ccccc12 | ? | ·
Cc1ccccc1NC(=O)CSCc1nc(N)nc(Nc2ccccc2C)n1 | ? | ·
O=C(Cc1ccc(Cl)c(Cl)c1)Nc1cccc(S(=O)(=O)N2CCOCC2)c1 | ? | ·
Cc1ccc2oc(=O)n(Cc3ccccc3)c2c1 | ? | ·
O=C(NN=C1CCCCCC1)c1ccc2c(c1)OCO2 | 10% | 11
Cc1ccc(OCC(=O)NCC(=O)n2nc(C)cc2C)cc1 | -1% | 16
CC(=O)Nc1cccc(C(=O)N/N=C/c2ccc(C)o2)c1 | 0% | 9
O=C1CC(C(=O)Nc2ccccc2C(=O)O)C(c2ccccc2)O1 (centres undefined) | ? | ·
Cn1c(=NC(=O)CCl)sc2ccccc21 | 6% | -15
Cc1sc(NC(=O)C2C3CCC(O3)C2C(=O)O)c(C(=O)OC(C)C)c1-c1ccc(Cl)cc1 (centres undefined) | -10% | -19
Cc1ccccc1NC(=S)NNC(=O)c1ccco1 | i | -15
COc1ccc(C)cc1-n1c(SCC(=O)NCC2CCCO2)nc2c([nH]c3ccccc32)c1=O (centres undefined) | ? | ·
CC(/C=C1\SC(=S)N(NC(=O)c2ccncc2)C1=O)=C\c1ccccc1 | -8% | -3
CCOC(=O)N1CCN(C(=O)Cn2nc(C)n3nc(-c4ccc(CC)cc4)cc3c2=O)CC1 | 11% | ·
CC(C)C[C@@H](CSc1ccccc1)N1CCN(C)CCC1=O | ? | ·
CC(C)C(C)NC(=O)CSc1nc2scc(-c3ccco3)c2c(=O)n1-c1ccccc1 (centres undefined) | i | 14
O=C(c1ccc2c(c1)C(=O)N(Cc1ccco1)C2=O)N1CCOCC1 | 10% | -21
CCCCCCN(C(=O)CCCCCN1C(=O)NC(c2ccc(-c3ccccc3)cc2)C(C(=O)OCc2ccccc2)=C1C)C(C(=O)NCCCC)c1cccc(C(=O)OC)c1 (centres undefined) | ? | ·
CSc1ccc2c(c1)N(CCC1CCCCN1C)c1ccccc1S2 (centres undefined) | ? | ·
CCOC(=O)c1c(NC(=O)C2C3C=CC(C3)C2C(=O)O)sc2c1CCC(C)C2 (centres undefined) | -2% | 18
C/C(N)=C(/C#N)C(=O)CSc1nc2ccc(C)cc2[nH]1 | ? | ·
CC(C)(C)NC(=O)C(c1ccccc1)N(C(=O)c1ccco1)C1CC1 (centres undefined) | -23% | -1
N#CCCn1nc(-c2ccc([N+](=O)[O-])cc2)cc1Nc1ccccc1NC(=O)C(F)(F)F | -26% | -3
FC(F)(F)c1cccc(Nc2nc(N3CCCC3)nc(N3CCCC3)n2)c1 | 11% | 11
COc1cccc(NC(=O)c2ccccc2-c2nc(-c3ccc(Cl)cc3)no2)c1 | ? | ·
C=C(C)Cn1c(SCC(=O)N/N=C/c2ccccc2)nc2ccccc2c1=O | 9% | -10
CCc1ccccc1NC(=O)CSc1nnc([C@@H](NC(=O)OC(C)(C)C)C(C)C)o1 | i | 29
CCC(CO)NCc1ccccc1OC(C)C (centres undefined) | -7% | -1
COc1cc(NC(=O)c2ccco2)c(OC)cc1NC(=O)CCC(=O)Nc1cc(C)cc(C)c1 | ? | ·
COC(=O)c1ccc2c(c1)NC(=O)C(N(CC(C)C)CC(C)C)S2 (centres undefined) | 10% | 16
O=C(OCn1nnc2ccccc2c1=O)c1cccnc1Cl | ? | ·
COc1ccc(NC(=O)CSc2nnc(Cc3ccccc3)c(=O)n2N)c(OC)c1 | ? | ·
COc1ccc(NC(=O)COc2ccc(C(=O)NC3CCCc4ccccc43)cc2OC)cc1 (centres undefined) | ? | ·
Additional compounds
SMILES | S3 lipid droplet | S3 lipid droplet cell count max
O=C(Nc1nc2c(s1)COc1ccccc1-2)c1cccs1 | -13% | -14
Cc1cccc(N2CCN(S(=O)(=O)c3ccc4c(c3)OCCO4)CC2)c1C | ? | ·
Cc1cc(-c2csc(N)n2)c(C)n1-c1ccccc1 | 16% | 13
Cc1onc(-c2ccccc2Cl)c1C(=O)Nc1nn[nH]n1 | ? | ·
CCc1cc2c(C)cc(=O)oc2cc1OC(=O)C1CCCN1C(=O)OC(C)(C)C (centres undefined) | ? | ·
CS(=O)(=O)N1CCc2cc(C(=O)N3CCN(c4ccccc4)CC3)ccc21 | ? | ·
O=C1c2ccccc2NC(c2cccc(O)c2)N1Cc1ccco1 (centres undefined) | 0% | 12
COc1ccc(NC(=O)C2CC(=O)N/C(=N/NC(=O)c3ccc(Cl)cc3)S2)cc1 (centres undefined) | -7% | 19
CCOC(=O)C1=C(c2ccccc2)NC(=O)NC1c1ccc(N(C)C)cc1 (centres undefined) | 13% | ·
Cc1ccc(N(C(=O)c2ccco2)C2C=CS(=O)(=O)C2)cc1 (centres undefined) | ? | ·
CCOc1ccc(-c2c(C(=O)N/N=C/c3ccoc3)nnn2-c2nonc2N)cc1 | ? | ·
Cc1ccc(C(=O)Nc2ccc(C(=O)O)cc2NC(=O)c2ccc(C)cc2)cc1 | ? | ·
CC(OC(=O)c1nc(Cl)ccc1Cl)C(=O)Nc1ccc2c(c1)OCCO2 (centres undefined) | ? | ·
CCCCN(C(=O)c1ccc(C)c(S(=O)(=O)N2CCOCC2)c1)c1c(N)n(CCCC)c(=O)[nH]c1=O | 12% | ·
COc1ccc(S(=O)(=O)Nc2c(C(=O)O)[nH]c3ccccc23)c(OC)c1 | ? | ·
CCCCN(C(=S)Nc1ccc(F)cc1)c1c(N)n(CCC)c(=O)[nH]c1=O | ? | ·
Cc1nn(CC(=O)NC2(C#N)CCCCC2)c(C)c1[N+](=O)[O-] | 1% | 1
CCSc1nc(O)c(Cc2ccccc2)c(=O)[nH]1 | ? | ·
S=C(NCc1ccccc1)NNc1nc2ccccc2[nH]1 | ? | ·
Cc1ccc(C)c(N2CCN(C(=O)c3ccc(N4CCOCC4)c([N+](=O)[O-])c3)CC2)c1 | ? | ·

Laid out differently: entries from further up
S3 lipid droplet	S3 lipid droplet cell count max	structure
?	·	CC(OC(=O)c1nc(Cl)ccc1Cl)C(=O)Nc1ccc2c(c1)OCCO2 (centres undefined)
12%	·	CCCCN(C(=O)c1ccc(C)c(S(=O)(=O)N2CCOCC2)c1)c1c(N)n(CCCC)c(=O)[nH]c1=O
?	·	COc1ccc(S(=O)(=O)Nc2c(C(=O)O)[nH]c3ccccc23)c(OC)c1

The results go on:
SMILES | S3 lipid droplet | S3 lipid droplet cell count max
Cc1cc(C)c2c(n1)sc1c(=O)n(Cc3ccc(F)cc3)cnc12 | 0% | 2
Cc1c(Cl)cnc(NC(=O)COC(=O)c2cccs2)c1Cl | -7% | -7
CCN(CC)c1ccc(C=Nc2ccc(C)cc2)c(O)c1 | -5% | -8
CC(=O)Nc1sc(N/N=C/c2ccc(O)cc2)nc1-c1ccc(C)cc1 | 5% | 11
Cc1nc(N2N=C3/C(=C/c4ccc(F)cc4)CCCC3C2c2ccc(F)cc2)sc1C(=O)N(C)C (centres undefined) | i | 3
CC(C)C1OC2(C)OC(=N)C1(C#N)C(C#N)(C#N)C2c1ccccc1 (centres undefined) | 7% | 2

Gathered by group: the entries above containing a CF3 group (2)
SMILES | S3 lipid droplet | S3 lipid droplet cell count max
N#CCCn1nc(-c2ccc([N+](=O)[O-])cc2)cc1Nc1ccccc1NC(=O)C(F)(F)F | -26% | -3
FC(F)(F)c1cccc(Nc2nc(N3CCCC3)nc(N3CCCC3)n2)c1 | 11% | 11

High-throughput results: PubChem BioAssay, National Center for Advancing Translational Sciences (NCATS)

This is a subset. The share of hits here may be higher or lower than overall.
